Screens: PubChem, Johns Hopkins Ion Channel Center
CHT PAM – allosterically activates the human high affinity choline transporter; CHT-expressing cells, membrane potential dye, choline EC20; stronger effect = higher value; LV-AA mutant CHT in HEK293 cells; B-score at 10 µM; actives 0.49% (n = 310,000); AID 488977;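 active = initial fluorescence not abnormally high and integrated response B-score, plate-corrected, over 3 SD above library mean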
Target sequence (Q9GZV3 whole entry, looked up): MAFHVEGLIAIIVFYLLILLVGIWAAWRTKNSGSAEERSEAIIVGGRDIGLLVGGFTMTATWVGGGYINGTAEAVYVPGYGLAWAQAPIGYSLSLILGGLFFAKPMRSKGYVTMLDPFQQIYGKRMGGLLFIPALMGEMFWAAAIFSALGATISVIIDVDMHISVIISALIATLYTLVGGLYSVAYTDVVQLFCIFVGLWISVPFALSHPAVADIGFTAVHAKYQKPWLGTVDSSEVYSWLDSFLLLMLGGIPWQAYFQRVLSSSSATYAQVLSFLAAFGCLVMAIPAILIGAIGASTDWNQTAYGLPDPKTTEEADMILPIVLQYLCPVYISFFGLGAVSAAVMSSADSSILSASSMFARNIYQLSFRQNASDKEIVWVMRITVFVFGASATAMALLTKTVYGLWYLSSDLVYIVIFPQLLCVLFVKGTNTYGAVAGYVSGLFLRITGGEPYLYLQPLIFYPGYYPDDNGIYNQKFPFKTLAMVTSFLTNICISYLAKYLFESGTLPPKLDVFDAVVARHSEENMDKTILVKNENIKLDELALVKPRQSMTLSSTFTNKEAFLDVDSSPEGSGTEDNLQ
CHT block – human CHT choline transport inhibition | Q9GZV3 | CHT-expressing cells, membrane potential dye, choline response; stronger effect = lower value | B-score at 10 µM | actives 0.86% (n = 310,000);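 active = B-score over 3 SD under the library average, and starting fluorescence ratio not unusually high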;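 note: choline stimulus applied at its EC90 after an EC20 pre-addition; B-score computed on integrated fluorescence ratio after choline addition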
Starred values were filed as active, the others as inactive; i = inactive.

SMILES	CHT PAM	CHT block
CC1CCCN(C2(O)C(=O)Nc3ccc([N+](=O)[O-])cc32)C1 (configuration not stated)	i	i
O=C(CCc1nnc(CCCc2ccccc2)o1)NCCc1ccccc1	i	i
S=C(NCc1cccnc1)Nc1cccc2ccccc12	i	i
O=C(O)C1CCN(c2ccc(S(=O)(=O)N3CCC(C(=O)O)CC3)cc2[N+](=O)[O-])CC1	i	i
COC(=O)c1ccc(Cn2nnc3c(=O)[nH]c(C4CCN(S(=O)(=O)c5cc(C)ccc5C)CC4)nc32)cc1	i	i
S=C(NCC1CCCO1)Nc1ccccc1 (configuration not stated)	i	i
Cc1ccc(N(CC(=O)N/N=C/c2cc(C)n(-c3ccccc3)c2C)S(C)(=O)=O)c(C)c1	i	i
Cc1ccccc1NC(=O)NNC(=O)COc1ccc2ccccc2c1	i	i
CCC(C)NC(=O)c1ccccc1NC(=O)C(C)N(c1ccccc1)S(C)(=O)=O (configuration not stated)	i	i
CN(C)C(=O)c1cc(S(=O)(=O)N(C)C)c(Cl)cc1N1CCCC1	i	i
CCCCc1c(C)c2ccc(OC)c(/C(C)=N\O)c2oc1=O	i	i
Cc1ccnc2nc(C(=O)NCCc3ccc(F)cc3)nn12	i	i
COc1ccccc1N1CCN(C2CCCN(C(=O)CCc3cnccn3)C2)CC1 (configuration not stated)	i	i
Nc1[nH]n2c(=O)cc(-c3ccccc3)nc2c1N=Nc1ccc(S(N)(=O)=O)cc1	i	i
O=C(NN(C(=O)C1CC1)c1nc2ccccc2s1)C1CC1	i	i
CC(C)Cn1c(CN(C)Cc2ccccc2)nc2c1c(=O)n(C)c(=O)n2C	i	i
O=C(Cc1n[nH]c(=O)c2ccccc12)NCc1ccccn1	i	i
O=C(COC(=O)c1cccs1)Nc1nnc(-c2ccccc2)o1	i	i
COC(=O)CCCCC1SCC(NC(=O)OC)C1NC(=O)OC (configuration not stated)	i	i
COC(=O)CSc1nnc(-c2ccc(S(=O)(=O)NCc3cccs3)cc2)o1	i	i
CC1CCCCC1NC(=O)CSc1nncn1N (configuration not stated)	i	i
CC1(C)CC(=O)C=C(NCCc2ccccc2)C1	i	i
COc1ccc(Cl)cc1Nc1nc(-c2sc(NC(=O)c3ccccc3)nc2C)cs1	i	i
COc1ccccc1CNC(=O)CCS(=O)(=O)c1ccc2c(c1)CCCN2C(C)=O	i	i
CCC(=O)N1c2ccc(S(=O)(=O)NCc3ccco3)cc2CC1C (configuration not stated)	i	i
Cc1cccc(C=Nc2ccc3c(c2)oc2ccccc23)c1O	i	i
CCN(Cc1ccncc1)C(=O)CCc1nnc(CCc2ccc(OC)cc2)o1	i	i
Cc1ccnc(NC(=O)c2ccc(S(=O)(=O)NCc3ccco3)cc2)c1	i	i
Cc1cccc(NC(=O)c2ccccc2-c2ccccc2)c1	i	i
CC(=O)N(c1ccccc1)c1nc(C)cc(C)c1C#N	i	i
COc1cc(O)c(C(CC(=O)N2CCN(c3ccccc3)CC2)c2ccc(N(C)C)cc2)c(OC)c1 (configuration not stated)	i	-10.5*
CCOC(=O)C1(C/C(C)=N/NC(N)=O)CC(C)(C)OC1=O (configuration not stated)	i	i
O=C1NC(Cc2ccccc2)C(=O)Nc2ccc(Br)cc21 (configuration not stated)	i	i
O=C(CNC(=O)c1ccc(Br)o1)NCc1ccccc1	i	i
COc1ccc(CCN2CC(C(=O)N(C)CCn3nc(C)cc3C)CCC2=O)cc1 (configuration not stated)	i	i
Cc1cccc(-n2c(SCC(=O)O)nc3sc4c(c3c2=O)CCC4)c1	i	i
Cc1nnc(SCC(=O)N2CCc3ccccc32)n1-c1ccccc1	i	i
O=S(=O)(N1CCCCC1)N1CCN(c2ccc(F)cc2)CC1	i	i
Cc1ccc(S(=O)(=O)N2CCN(CC(O)c3ccccc3)CC2)cc1 (configuration not stated)	i	i
Cc1cccc(N/N=C/c2ccc(C)s2)c1	i	i

The closing 2 entries of the section before are carried over, then new ones follow:
SMILES	CHT PAM	CHT block
Cc1ccc(S(=O)(=O)N2CCN(CC(O)c3ccccc3)CC2)cc1 (configuration not stated)	i	i
Cc1cccc(N/N=C/c2ccc(C)s2)c1	i	i
CC(=O)N1CC2([N+](=O)[O-])CN(C(C)=O)CC([N+](=O)[O-])(C1)C2(C)C	i	i
COc1ccc(NC(=O)c2ccc(NC3=NC4CS(=O)(=O)CC4S3)cc2)cc1 (configuration not stated)	i	i
Cc1ccc(NC(=O)CN(C)CC(=O)Nc2cccc(F)c2)cc1S(=O)(=O)N1CCCCCC1	i	i
CCCNC(=O)c1ccccc1NS(=O)(=O)c1ccc2c(c1)OCCO2	i	i
COc1cc2c(cc1OC)C(=S)NC1(CCCC1)C2	i	i
CSCc1nnc(NC(=O)c2ccc(S(=O)(=O)N(C)C)cc2)o1	i	i
CCn1c(SCC(=O)c2cc(C)ccc2C)nc2cc(S(=O)(=O)N3CCOCC3)ccc21	i	i
COCCNC(=O)/C(C#N)=C/c1c(N2CCN(C)CC2)nc2ccccn2c1=O	i	i
COc1cccc(OC)c1C(=O)NC(=O)Oc1c(F)cccc1F	i	i
COc1ccc(C(C[N+](=O)[O-])c2c(-c3ccccc3)cc3ccccn23)c(OC)c1 (configuration not stated)	i	i
Cc1c(OC(C)C(=O)NCCCN2CCOCC2)ccc2c3c(c(=O)oc12)CCC3 (configuration not stated)	i	i
COc1ccc(/C=C/C(=O)NCc2c(C)nn(C)c2C)cc1COc1ccc(Br)cc1	i	i
CCOc1ccc(N=C(/C(C(=O)C(=O)N2CCOCC2)=C(\O)c2ccccc2)c2ccccc2)cc1	i	i
Cc1ccc(SC(C)C(=O)Nc2ccncc2)cc1 (configuration not stated)	i	i
O=C(Cc1c(O)c2ccccc2oc1=O)c1ccc(C(F)(F)F)cc1	i	i
O=C(COC(=O)c1ccc([N+](=O)[O-])cc1Cl)Nc1cccnc1Cl	i	i
COc1ccc(N2CCN(C(=O)Cn3nnc(-c4ccccc4N)n3)CC2)cc1	i	i
Cc1ccc(-c2csc(NCCn3c(C(F)(F)F)nc4ccccc43)n2)cc1	i	i
CCc1cc2c(=O)c(-c3nc4ccccc4n3C)c(C)oc2c(CN2CCN(CCO)CC2)c1O	i	i
COC(=O)c1ccccc1NC(=O)NC1CC1	i	i
O=C(COC(=O)CCc1c[nH]c2ccccc12)NCc1ccccc1	i	i
COc1cc(C2(c3ccc(O)c(OC)c3)C(=O)N(C)c3ccc(C)cc32)ccc1O	i	i
COc1ccc(CNC(=O)C2CCC(CNC(=O)[C@@H]3Cc4ccccc4CN3)CC2)cc1 (some centres not stated)	i	i
COC(=O)CNC(=O)COC(=O)c1cc(Cl)cc(Cl)c1N	i	i
O=C(CCN1C(=O)/C(=C\C=C\c2ccccc2)SC1=S)Nc1cccc(C(=O)O)c1	i	i
O=C(NCCc1cccnc1)c1cc(COc2ccc(F)cc2F)on1	i	i
Cc1cccc(CSc2ncnc3c2cnn3Cc2ccccc2)c1	i	i
Cc1cccc(CCNC(=O)C2CCC(CNS(=O)(=O)c3cccs3)CC2)c1 (configuration not stated)	i	i
CC1(C)NC(=O)N(CC(O)CN2CCCC2)C1=O (configuration not stated)	i	i
CC(C)CC(N=Cc1c(O)c2ccccc2oc1=O)C(=O)O (configuration not stated)	i	i
COc1ccc(-c2noc(=O)n2CC(=O)N2CCC(Cc3ccccc3)CC2)cc1	i	i
CCOC(=O)c1c(NC(=O)CSc2nnc(CNc3ccc(Cl)cc3)o2)sc(C)c1C	i	i
O=C(CSc1ccc(-c2ccc(F)cc2)nn1)N1CCCc2ccccc21	i	i
O=C(CCC(F)(F)F)N1CCCC(N2CCN(c3cccc(Cl)c3)CC2)C1 (configuration not stated)	i	i
CCOC(=O)C1=C(CS(=O)(=O)c2ccccc2)NC(=O)NC1c1ccc(O)c(OC)c1 (configuration not stated)	i	i
CC(NC(=O)/C(C#N)=C/c1ccc(C(=O)O)cc1)c1ccccc1 (configuration not stated)	i	i
C=CCc1cccc2cc(C(=O)NC3CCCC3)c(=O)oc12	i	i
COC(=O)CCc1c(C)c(C(=O)c2cccc(OC)c2OC)c2ccccn12	i	i
C/C(=N\Nc1nncc2ccccc12)c1ccc(O)cc1	i	i
CCOC(=O)N1CCN(C(=O)c2ccc3c(c2)N(Cc2cc(C)ccc2C)C(=O)c2ccccc2S3=O)CC1 (configuration not stated)	i	i
O=C(Nc1ccc(F)cc1F)Nc1ccc(F)cc1F	i	i
CC1=C(C(=O)OCc2ccccc2)C(c2ccccc2)NC(=O)N1 (configuration not stated)	i	i
O=C1CCCN1CCCNc1ncnc2c1[nH]c1ccccc12	i	i
CSCC[C@H](NC(=O)c1cc([N+](=O)[O-])ccc1Cl)c1nc2ccccc2[nH]1	i	i
CCOC(=O)c1c(-c2ccc(C)s2)csc1NC(=O)c1cccs1	i	i
Cc1cccnc1NC(=O)C1CCCN1S(=O)(=O)c1ccc(Cl)cc1 (configuration not stated)	i	i
COc1ccc(/C=C/C(=O)c2oc3ccc(F)cc3c2C)cc1	i	i
CCCCCC1CCC(C(=O)NCCN2CCOCC2)CC1 (configuration not stated)	i	i
COc1ccc(C(C)=O)cc1COc1ccc(Cl)cc1Cl	i	i
O=C(NCc1ccccc1)C1=C[C@H](c2ccc(Br)cc2)C[C@H](OCc2ccc(CO)cc2)O1	i	i
Cc1ccccc1-n1nc(CSc2nc3ccccc3[nH]2)c(-c2ccccc2)c1N	i	i
COCCn1c(C)cc(C(=O)CSc2nc3ccccc3c(=O)n2C(C)COC)c1C (configuration not stated)	i	i
CC(C)Cn1c(N)c(C(=O)CSc2nnnn2C)c(=O)n(C)c1=O	i	i
CCCCNC1=C(Br)C(=O)CC(C)(C)C1	i	i
COC(=O)c1c(C)oc(C)c1S(=O)(=O)N1CCCCC1	i	i
Cc1cc(C)c(OCCCCNCc2ccccc2)c(Cl)c1	i	i
Nc1ccc(Cl)cc1C(=O)OCC(=O)NC1CCS(=O)(=O)C1 (configuration not stated)	i	i
COc1ccc(CCNC(=O)c2cccc(Br)c2)cc1OC	i	i
O=C(c1nc2ccccn2c1CNCCCn1ncc2ccccc21)N1CCOCC1	i	i
CCCCN(c1ccc(C(=O)OC)cc1)S(=O)(=O)c1ccccc1	i	i
New compounds follow
SMILES	CHT PAM	CHT block
CC1(C)SC(=S)N(NC(=O)Nc2cccc3ccccc23)C1N(O)C(=O)Nc1ccccc1 (configuration not stated)	i	i
CCc1cc2c(=O)nc3n(c2s1)Cc1ccccc1/C3=C(/O)c1cccc([N+](=O)[O-])c1	i	i
Cc1ccc(OCCNC(=O)/C=C/c2ccc([N+](=O)[O-])cc2)cc1C	i	i
COCCNC(=O)c1ccc2c3n(nc2c1)-c1ccc(Cl)cc1CO3	i	i
Cc1cnc(C(=O)OCC(=O)c2ccc(Cl)cc2)cn1	i	i
O=[N+]([O-])C(/C=C(\Cl)[N+](=O)[O-])=C1N(Cc2ccc(Cl)nc2)CCN1Cc1ccc(Cl)nc1	i	i
COc1ccc(CCNC(=O)c2cnc(Cl)c(Cl)c2)cc1	i	i
Cc1[nH]c2ccccc2c1C(c1ccncc1)N1CCN(c2ccc(F)cc2)CC1 (configuration not stated)	i	i
Cc1ccc(C)c(OCC(O)CN2CCC(C)CC2)c1C (configuration not stated)	i	i
CC(C)OCCCNC(=O)Cc1ccc(F)cc1	i	i
Cc1nc(N2CCN(Cc3ccccc3)CC2)[nH]c(=O)c1C	i	i
Cc1cccc(OCCCCCN2CCOCC2)c1	i	i
Cn1c(=O)[nH]c(=O)c2c1nc(N1CCOCC1)n2CCc1ccccc1	i	i
CCN(Cc1ccccc1)C(=O)CS(=O)(=O)c1ccccc1	i	i
Cc1ccc2nc3c(cc(C(=O)NCCN4CCOCC4)c(=N)n3CCCN3CCOCC3)c(=O)n2c1	i	i
O=C(CSc1nccc(-c2cccs2)n1)Nc1cccc(Cl)c1	i	i
CC(C)CNC(=O)COC(=O)c1ccc2c(c1)C(=O)N(Cc1ccco1)C2=O	i	i
CC(=O)C1=C(O)C(=O)N(CCCn2ccnc2)C1c1ccc(C)cc1 (configuration not stated)	i	i
COc1ccc2c(C)cc3nnnn3c2c1	i	i
Cc1[nH]c2ccccc2c1C(=O)C(=O)NCCCn1ccnc1	i	i

A draw from above in order of SMILES length, highest first:
SMILES	CHT PAM	CHT block
O=[N+]([O-])C(/C=C(\Cl)[N+](=O)[O-])=C1N(Cc2ccc(Cl)nc2)CCN1Cc1ccc(Cl)nc1	i	i
CCc1cc2c(=O)nc3n(c2s1)Cc1ccccc1/C3=C(/O)c1cccc([N+](=O)[O-])c1	i	i
Cc1ccc2nc3c(cc(C(=O)NCCN4CCOCC4)c(=N)n3CCCN3CCOCC3)c(=O)n2c1	i	i
CC1(C)SC(=S)N(NC(=O)Nc2cccc3ccccc23)C1N(O)C(=O)Nc1ccccc1 (configuration not stated)	i	i
CC(C)CNC(=O)COC(=O)c1ccc2c(c1)C(=O)N(Cc1ccco1)C2=O	i	i
Cc1[nH]c2ccccc2c1C(c1ccncc1)N1CCN(c2ccc(F)cc2)CC1 (configuration not stated)	i	i
Cc1ccc(OCCNC(=O)/C=C/c2ccc([N+](=O)[O-])cc2)cc1C	i	i
Cn1c(=O)[nH]c(=O)c2c1nc(N1CCOCC1)n2CCc1ccccc1	i	i
CC(=O)C1=C(O)C(=O)N(CCCn2ccnc2)C1c1ccc(C)cc1 (configuration not stated)	i	i
COCCNC(=O)c1ccc2c3n(nc2c1)-c1ccc(Cl)cc1CO3	i	i
Cc1nc(N2CCN(Cc3ccccc3)CC2)[nH]c(=O)c1C	i	i
CCN(Cc1ccccc1)C(=O)CS(=O)(=O)c1ccccc1	i	i
COc1ccc(CCNC(=O)c2cnc(Cl)c(Cl)c2)cc1	i	i
Cc1ccc(C)c(OCC(O)CN2CCC(C)CC2)c1C (configuration not stated)	i	i
CC(C)OCCCNC(=O)Cc1ccc(F)cc1	i	i
Cc1cccc(OCCCCCN2CCOCC2)c1	i	i
COc1ccc2c(C)cc3nnnn3c2c1	i	i

The results go on.
SMILES	CHT PAM	CHT block
CCOC(=O)/C(=C\c1cccnc1)C(=O)c1cc(C(C)=O)c(Nc2ccccc2)s1	i	i
CCc1ccccc1NC(=O)CSc1nc(C)c(C)o1	i	i
C=CCn1c(SCCC(=O)O)nnc1-c1cccs1	i	i
CCCCN(C)CCCNC(=O)c1ccc2c(c1)NC(=O)C(N1CCOCC1)S2 (configuration not stated)	i	i

Random draw from the library (roughly 1.4% active in at least one column).
